# Tat export inh: blocks Tat-dependent protein export in E. coli; E. coli MC4100 TorA-mCherry Tat export, fluorescence; 0.036% of 340,000 active; inhibition, % at 10 µM;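 active = mean replicate inhibition at least 50% and at least half of replicates individually reaching 50%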;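 note: exported cargo escapes ClpAP degradation while cytoplasmic cargo is degraded and loses fluorescence; 0% = median of neutral control wells and 100% = median of NaSCN control wells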
# HTR5A inv ctr: HTR5A inverse agonism, opioid heterodimer counter-screen; 0.083% of 340,000 active; inhibition, % at 9.3 µM; HTR5A cell line, luminescence; P47898; in the data active = inhibition mostly above about 23%, no sharp cut-off; inactive = mostly below about 18%;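 note: 0% = cells with DMSO and 100% = no-cell wells with DMSO; some compounds called inactive have numbers as strong as hits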
# AddAB inh: less growth of phage-infected E. coli with AddAB. 0.29% of 330,000 active. AID 435030. inhibition, % at 11.9 µM. E. coli expressing H. pylori AddAB, absorbance growth; in the data active = inhibition above about 12%;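 note: 0% = vehicle wells of infected cells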
# PKA-R1A activ: activators of PKA-R1A complex. PKA-R1A dissociation, Cy5-IP20 fluorescence polarization; scaled: DMSO 0%, 113 µM cGMP 100%. activation, % at 11.4 µM. 0.083% of 340,000 active. AID 504707;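 active = percent activation above the mean of all tested compounds plus 3 SD, cut at about 19% in these data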;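 note: higher means more PKAc released from R1A so a rise in polarization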
# SUMO Mot1 rescue: SUMOylation pathway inhibition by Mot1-301 growth rescue | S. cerevisiae Mot1-301 growth rescue, ATP luminescence, 38.5C; percent above DMSO median, 100 means doubled | growth rescue, % at 18.8 µM | 1% of 320,000 active;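 active = every valid replicate shows activation above 250% relative to neutral control wells; inactive = the rest, any valid replicate at or below 250%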;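 note: OY570 slx delta 5 strain wells were the positive control but not used for scaling; some compounds called inactive have numbers as strong as hits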
# E coli growth: reduces bacterial viability in AddAB counter-screen. 0.27% of 330,000 active. inhibition, % at 11.9 µM. AID 449728. E. coli V3065 growth, OD600 absorbance, 18 h;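 active = inhibition above the campaign's mean inhibition across all tested compounds plus 3 SD, cut at about 9.9% in these data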;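 note: uninfected addAB+ strain grown without phage in ampicillin broth; 0% = DMSO wells and 100% = ciprofloxacin 0.95 µg/ml wells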
# OPRM1-OPRD1 ag: OPRM1-OPRD1 heterodimerization agonism | 0.3% of 340,000 active | cells, luminescence | AID 504326 | activation, % at 9.3 µM; in the data active = activation above about 18%;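 note: 0% = vehicle-treated cells and 100% = reference agonist; values of inactives mirror those of a sister screen read the other way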
# Target sequence (P35372 whole entry, looked up): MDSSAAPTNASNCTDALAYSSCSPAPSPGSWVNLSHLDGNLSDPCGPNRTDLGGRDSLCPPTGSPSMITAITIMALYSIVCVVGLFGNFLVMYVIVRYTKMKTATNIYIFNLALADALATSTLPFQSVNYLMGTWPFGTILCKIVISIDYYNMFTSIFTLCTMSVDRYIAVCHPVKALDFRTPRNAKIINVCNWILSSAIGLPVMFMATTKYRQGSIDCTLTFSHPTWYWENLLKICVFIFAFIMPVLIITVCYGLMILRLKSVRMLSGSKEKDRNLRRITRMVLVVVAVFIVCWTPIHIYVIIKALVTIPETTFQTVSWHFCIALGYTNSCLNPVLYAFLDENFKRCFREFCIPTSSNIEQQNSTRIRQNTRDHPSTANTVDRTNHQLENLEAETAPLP
# Target sequence (P41143 whole entry, looked up): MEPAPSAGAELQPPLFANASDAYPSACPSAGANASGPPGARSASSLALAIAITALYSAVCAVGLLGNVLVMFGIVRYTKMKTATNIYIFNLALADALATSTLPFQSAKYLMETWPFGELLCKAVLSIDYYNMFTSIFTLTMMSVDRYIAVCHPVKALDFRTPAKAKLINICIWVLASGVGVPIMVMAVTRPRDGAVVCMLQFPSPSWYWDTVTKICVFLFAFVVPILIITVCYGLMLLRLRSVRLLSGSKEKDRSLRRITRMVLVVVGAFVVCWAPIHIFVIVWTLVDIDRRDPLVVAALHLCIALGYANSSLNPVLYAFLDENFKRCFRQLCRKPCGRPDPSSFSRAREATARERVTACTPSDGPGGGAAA
# PfHsp90 yeast 2: reduces growth (ATP signal) of yeast expressing P. falciparum Hsp90. S. cerevisiae expressing PfHsp90, BacTiter-Glo ATP, 48 h; yeast lacking PDR1 and PDR3 efflux regulators. AID 504621. 0.32% of 310,000 active. inhibition, % at 9.4 µM;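 active = every replicate shows inhibition above about 80%, whatever the replicate mean, limit read from the data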;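 note: 0% = DMSO neutral controls and 100% = 20 µM radicicol positive controls; yeast relying on Plasmodium falciparum Hsp90 in place of its own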
# PKA-R2B act: activates the human PKA-R2B holoenzyme complex; PKA-R2B holoenzyme dissociation, Cy5-IP20 fluorescence polarization; R2B truncated from residue 108, S112A mutant; 0% DMSO only, 100% 113 µM cGMP; activation, % at 11.4 µM; 0.079% of 340,000 active;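 active = activation above a cutoff set at the mean over all compounds plus 3 SD, cut at about 18% in these data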;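 note: higher means more holoenzyme dissociation and a rise in polarization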
# MOR-DOR inv ag: inverse agonists of human mu-delta opioid receptor heterodimerization; P35372+P41143; cell-based MOR-DOR heterodimer luminescence, inverse agonism; inhibition, % at 9.3 µM; 0.21% of 340,000 active; AID 504357; in the data active = inhibition above about 22%, passing the limit was not always enough;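 note: 0% = cells with DMSO and 100% = wells without cells with DMSO; values of inactives mirror those of a sister screen read the other way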
# phage Ecoli inh: E. coli growth loss with phage present. inhibition, % at 11.9 µM. growth absorbance. 0.26% of 360,000 active; in the data active = inhibition above about 11%
# * hit, by the source's call; x = no result given.
# Value order: Tat export inh, HTR5A inv ctr, AddAB inh, PKA-R1A activ, SUMO Mot1 rescue, E coli growth, OPRM1-OPRD1 ag, PfHsp90 yeast 2, PKA-R2B act, MOR-DOR inv ag, phage Ecoli inh
> CC[C@]12c3[nH]c4ccc(Cl)cc4c3CCN1C(=O)[C@@H](CC(=O)NC(C)(C)C)C[C@@H]2C(=O)N1CCN(C(=O)c2ccco2)CC1
→ 4, -10, 0.1, -12, x, -2.0, -3.3, 9, -9, 16, 0.9
> CCCCC(CC)Cn1c(N)c(C#N)c2nc3ccccc3nc21 (stereo unspecified)
→ 5, -5, -2.5, 1, 15, -2.0, 6.0, -9, 1, -34, -3.9
> O=S(=O)(NC1CC1)c1ccc(Cl)cc1F
→ -1, -22, 1.2, 0, -22, 0.1, 0.0, 25, 11, 0, -1.4
> CCCC(C)Sc1nc2c([nH]1)c(=S)n(C)c(=O)n2C (stereo unspecified)
→ 9, -10, x, -6, x, x, -1.6, -44, -3, 8, -0.7
> Cn1c(NC(=O)c2ccc(Cl)s2)cc(=O)n(C)c1=O
→ 4, 9, 2.3, 4, x, 0.9, -1.4, 8, -14, 7, 0.2
> CCOC(=O)/C=C1/SCC(=O)N1Cc1ccc(Br)cc1
→ 3, -5, x, 5, x, x, 0.0, -23, -12, 0, 5.2
> CC1CCC/C(=C(\C#N)c2nc(-c3cc4ccccc4oc3=O)cs2)C1 (stereo unspecified)
→ 1, -9, 3.2, -6, 10, 1.0, -1.3, -7, -7, 7, -0.4
> CCOC(=O)N1CCC(Nc2ncnc3c2cnn3-c2ccc(C)cc2C)CC1
→ 10, 2, -0.4, 4, 10, -0.6, 3.7, 8, 2, -22, 0.0
> C=CCC(NCc1ccccc1)c1ccco1 (stereo unspecified)
→ -2, 24, 0.4, 10, -10, -0.6, -0.6, x, 9, 3, x
> COc1ccc(N2C(=NC(=O)CCCc3ccccc3)SC3CS(=O)(=O)CC32)cc1 (stereo unspecified)
→ 0, -20, 2.4, 2, 6, 2.2, -2.4, -10, 5, 13, 3.2
> Nn1c(SCC(=O)NCCN2C(=O)CSC2=O)nnc1-c1ccc(OC(F)F)cc1
→ -3, -25, -0.8, 4, -3, -1.1, -2.4, x, -6, 13, 5.4
> NNC(=O)c1cc(O)c(O)c(O)c1
→ 8, -3, 6.9, 9, 133, 7.0, 0.2, 7, 5, -1, 7.3
> CC(=O)NCCCc1nc2ccccc2n1Cc1c(F)cccc1Cl
→ -6, 9, -0.6, -8, 18, 0.6, 1.2, 3, -3, -6, 1.2
> Cc1ccc(C(=O)Oc2ccc(/C=C3\C(=N)N4N=C(N5CCOCC5)SC4=NC3=O)cc2)cc1
→ 4, 10, 1.2, 4, 4, -1.1, 0.3, -18, 5, -2, 2.2
> COc1ccc(C(=O)C2CCCN(S(=O)(=O)c3ccccc3F)C2)c(C)c1 (stereo unspecified)
→ 13, 3, 4.7, 3, 173, 1.6, 0.5, -32, -9, -3, 2.0
> COc1cccc(COC(=O)C2CCN(S(=O)(=O)c3ccc(C)cc3)CC2)c1OC
→ 2, 0, -0.3, -7, 52, 0.4, -1.0, 13, 7, 7, 0.7
> CC(C)(C)c1cnnn1-c1ccc([N+](=O)[O-])cc1
→ 21, -7, -0.2, -2, 9, 1.6, 0.2, 8, -4, -1, 4.6
> CC(NC(=O)c1ccc(-c2cc(C(F)(F)F)ccc2Cl)o1)c1ccccc1 (stereo unspecified)
→ -3, -20, 0.1, -8, 379, -0.9, 2.9, 7, -8, -15, 0.1
> O=C(CCc1nnc(CCCCc2ccccc2)o1)NCc1cccc(F)c1
→ 4, 4, 0.5, -1, -2, -1.1, 3.1, 7, -2, -22, 3.9
> Cn1cnc([N+](=O)[O-])c1Sc1ccccc1
→ -11, 2, 0.2, -1, 3, -3.1, -3.2, 3, 2, 16, 1.9
> Cc1cc(C(=O)Nc2ccc3ccccc3c2)c(C)o1
→ 9, -38, 4.2, 15, 20, 0.8, -0.1, -8, -4, 0, 2.2
> O=C(NCCc1cccnc1)C1CCC(=O)N(CCc2cccc(F)c2)C1 (stereo unspecified)
→ 6, 11, x, 12, 5, x, -0.5, -10, 7, 3, -0.9
> Cc1cccc(C(=O)NCCc2n[nH]c(=S)n2C)c1
→ 2, -9, -1.2, -13, 0, -2.1, -3.7, 13, -2, 20, 1.5
> N#C/C(=C\c1ccccc1)C(=O)N1CCC(C(N)=O)CC1
→ -6, -4, 4.4, -9, 2, -1.6, -0.6, -33, 2, 4, -0.2
> Cc1ccc(NC(=O)C2CCN(S(=O)(=O)c3ccc4c(c3)OCCCO4)CC2)nc1
→ -2, -15, 0.9, -3, -2, 2.0, -3.2, x, 0, 17, 2.5
> CC(CCc1ccc(O)cc1)NC(c1ccccc1)c1ccc(Cl)cc1 (stereo unspecified)
→ 17, -19, 3.2, 0, 84, 0.0, 9.9, 1, 3, -49, 2.4
> Cc1ccc(NS(=O)(=O)c2ccccc2Cl)c2c1CC(C)(C)O2
→ 2, -22, -0.9, -14, -17, -0.9, 1.4, 12, 3, -8, 2.5
> CN(Cc1ccccc1)C(=O)C1CCCN1S(=O)(=O)c1ccc2c(c1)n(C)c(=O)c(=O)n2C (stereo unspecified)
→ -7, -6, -1.3, -5, -12, -0.8, -2.4, 21, -4, 13, 2.0
> O=C(CC1SC(=Nc2ccccc2)N(Cc2ccccn2)C1=O)Nc1ccc(Br)cc1 (stereo unspecified)
→ 12, -3, 2.8, -4, -9, 0.1, 9.7, -11, -9, -49, 0.3
> CCOC(=O)c1c(C)n(-c2ccc(OC)cc2)c2ccc(O)c(CN(C)C)c12
→ 3, 1, 0.9, 3, 5, -0.5, -0.2, 11, 7, 1, 4.4
> CCOc1ccc(CCNC(=O)COC(=O)c2ccco2)cc1OCC
→ -5, 8, -0.2, 5, -15, -1.5, -1.0, 1, -9, 6, 0.5
> O=C(NCCc1cccnc1)C1CCC(=O)N(Cc2cccc(C(F)(F)F)c2)C1 (stereo unspecified)
→ 2, 9, 0.2, -5, 13, 0.5, -1.5, -36, -4, 8, -0.6
> Cc1cccc(OCC(=O)NC(C)C(=O)N/N=C/c2c(OCc3ccccc3)ccc3ccccc23)c1 (stereo unspecified)
→ -13, 16, -1.2, 4, 0, -5.2, 3.5, 0, 0, -19, x
> Cc1ccc(N/N=C(\C#N)C(=O)c2ccsc2)cc1
→ 5, -7, 2.9, -3, 2, 0.8, -2.3, 2, -5, 12, 3.7
> Cc1c(=O)n(OCc2ccccc2)c2ccccc2[n+]1[O-]
→ -3, 7, 5.0, -6, -10, 1.6, -0.4, 1, 4, 2, 2.0
> COc1ccc(-c2nnc(SCC(=O)Nc3ccc(Cl)cc3)n2C)cc1
→ -2, -10, 2.1, -5, -2, 0.1, -2.1, -2, -12, 10, 1.2
> CCCCc1c(C)c(C#N)c2[nH]c3ccccc3n2c1=O
→ -2, -1, 6.1, 2, -4, 3.5, 3.5, 4, 6, -20, 2.1
> Cc1ccc(C(=O)CC(=O)c2ccccc2)cc1
→ 9, 6, -0.2, 0, 14, -4.7, 4.5, 13, 3, -21, 1.8
> COCCNC(=O)Cn1nc(C(F)(F)F)c(Cl)c1C
→ 8, 12, 0.3, 3, 29, -1.6, -0.2, 16, 6, 1, 2.8
> CCCS(=O)(=O)N1CCCC(C(=O)NCc2ccc3c(c2)OCO3)C1 (stereo unspecified)
→ -6, 0, 2.2, 3, 7, 1.0, -1.0, -4, -8, 6, 2.5
> Cc1nnc2n(c1=O)C(CS(=O)(=O)c1ccc3ccccc3c1)CS2 (stereo unspecified)
→ -7, -11, -2.0, 9, -27, -2.8, -2.5, 5, -3, 12, -1.3
> CC/C(=N/OC(=O)c1cccc(C)c1)C(=O)c1cccs1
→ 2, -8, -0.7, -7, -9, 1.6, 6.3, -26, 1, -32, 4.8
> COc1cc(OC)c(C(=O)OCC(=O)Nc2cc(C)on2)cc1OC
→ 0, -3, 6.2, 5, 36, 0.1, -2.2, 7, 10, 13, 2.8
> Cc1cccc(OCC(=O)NNC(=O)C2CCN(c3ncnc4sc(C)c(C)c34)CC2)c1
→ 1, -2, -1.7, -3, -5, -2.1, -0.3, -21, -1, 2, -0.1
> CC1CCC2(CC1)NC(=O)N(NC(=O)CSc1nnc(NC3CC3)s1)C2=O (stereo unspecified)
→ -6, 2, 1.1, -5, 5, 0.0, -1.5, -7, -9, 6, -0.3
> CCCCN(C)CCCNC(=O)C1CC(=O)N(Cc2ccc(OC)cc2)C1 (stereo unspecified)
→ -4, 6, 1.3, -7, x, -1.5, -2.8, -13, 0, 15, 1.0
> COc1ccccc1N(C)S(=O)(=O)c1ccc(C(=O)Nc2nnc(C)s2)cc1
→ -2, -1, x, 2, x, x, 0.5, 9, -17, -3, 3.8
> O=C(CCN1CCC2CCC(C2)C1)c1ccccc1 (stereo unspecified)
→ 2, 2, x, 0, x, x, -2.2, x, -1, 12, 3.1
> CCOC(=O)C1=C(C)NC(=O)C(C#N)C1c1ccncc1 (stereo unspecified)
→ 0, 0, 1.8, 5, -13, -0.7, -3.5, 13, 0, 20, 2.3
> O=C(c1cc2sccc2n1Cc1ccc(F)cc1)N1CCN(c2nc3ccccc3s2)CC1
→ 5, 7, -1.2, -5, 17, -0.6, 0.0, 4, -1, 0, 2.6
> CCOc1ccc(NC(=O)C(C)C(Cc2ccc(C)cc2)C(=O)O)cc1 (stereo unspecified)
→ -6, 6, -0.4, 5, 9, -0.9, -2.6, 4, 4, 15, 1.8
> CC1(c2nnc(Cc3ccccc3)o2)CC(c2cccc(F)c2)=NO1 (stereo unspecified)
→ 3, 13, 0.4, 2, -9, 0.6, -3.1, 10, -4, 18, 4.0
> Cc1ccc(C(=O)N/C(=C/c2cccnc2)C(=O)O)cc1
→ 9, -11, 0.3, 0, -7, -1.1, -3.7, -6, 2, 20, 4.2
> COC(=O)c1ccccc1N1C(=O)C2C(C1=O)C1C=CC2C12CC2 (stereo unspecified)
→ 2, -7, 2.2, 4, 21, 1.9, 0.1, x, -6, -1, 2.4
> NS(=O)(=O)c1ccc(N=Nc2c(O)[nH]c3ccc(Br)cc23)cc1
→ 1, 17, 3.0, 0, 16, 0.1, -2.7, -2, -6, 17, 1.0
> CCn1c(C)cc(/C=C2\NC(=O)N(CC(=O)Nc3cccc(C)c3)C2=O)c1C
→ -6, -6, 1.1, -8, -11, 0.4, -1.5, -10, -6, 9, 1.1
> O=C(NC1CC1)c1cc(-c2ccc(Br)cc2)nc2ccccc12
→ 0, 4, 2.1, -6, 16, 1.4, -2.0, 7, 0, 8, 0.7
> CN(CC(=O)Nc1c(Cl)cccc1Cl)C(=O)c1ccc(-n2cncn2)c([N+](=O)[O-])c1
→ -4, -31, -0.3, 0, -1, -1.1, 1.1, 22, -6, -5, 0.2
> CC(=O)Nc1sc2c(c1C#N)CCC2
→ 4, 1, -3.1, 1, 2, -1.2, -3.0, -8, -3, 15, 0.5
> Cc1ccc(OCCN(C)C(=O)CC2C(=O)NCCN2CC(C)(C)C)cc1 (stereo unspecified)
→ 1, -2, 1.6, 7, -6, -2.9, -1.9, 6, 1, 10, 3.5

# Quoted from the listing:
# PKA-R1A activ result of `CCOC(=O)C1=C(C)NC(=O)C(C#N)C1c1ccncc1` (stereo unspecified) = 5
# Tat export inh result of `COC(=O)c1ccccc1N1C(=O)C2C(C1=O)C1C=CC2C12CC2` (stereo unspecified) = 2
